Screens from PubChem.
L3MBTL1 block = inhibitors of human L3MBTL1 | Q9Y468 | AlphaScreen L3MBTL1–H3K9me1 peptide binding | Potency, µM (highest dose often 57.1 µM), for the others: top-dose activity, negative = inhibition, most hits filed as inhibitors | 230,000 compounds, 0.66% hits | AID 485360; note: % is set by controls: 0 for no effect and ±100 for the full control effect; nearly all actives have a fitted effect of over 60% in size
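L3MBTL1 (50 nM) pre-complexed 30 min with biotinylated H3(1-15)K9me1 peptide (75 nM), then compounds added for 30 min at room temperature; AlphaScreen streptavidin donor/nickel chelate acceptor beads (10 ug/mL final) read after 30 min dark incubation.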
Tau fluor counter = counter-screen for tau fibril formation inhibitors. tau K18 P301L Alexa594 fluorescence, heparin fibrillization. Potency, µM (titrated, usually from 57.7 µM), for the others: at the highest dose activity change, negative = decrease. 280,000 compounds, 0.93% hits; note: % is set by controls: 0 for no effect and ±100 for the full control effect; nearly all actives have a fitted effect of over 55% in size
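Human tau K18 P301L (15 uM unlabeled, 0.24 uM Alexa 594-labeled) in 100 mM sodium acetate pH 7 with 20 uM heparin, 6 hr at 37 C. ThT 30 uM added, 1 hr ambient; Alexa 594 FP and total fluorescence read at 555/632 nm.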
TexasRed fluor = counter-screen for TRb-SRC2 inhibitors: fluorescence interference; TRb/SRC2 Texas Red total fluorescence interference; Potency, µM (doses to about 106 µM), for the others: at the highest dose fluorescence change, negative = quenching; 280,000 compounds, 0.29% hits; AID 1479; active = well fitted curve in either direction with a large enough effect; inconclusive = small, poorly fitted or top-dose-only effect; note: % is set by controls: 0 for no effect and ±100 for the full control effect
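Human TRb ligand-binding domain at 0.6 uM with 20 nM Texas Red SRC2 peptide in Tris buffer containing 1 uM T3 and 5% DMSO, incubated with compound 5 h at ambient temperature. Total fluorescence (555/632 nm) calculated as parallel + 2 × perpendicular.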
Tau fibril ThT = tau fibrillization inhibition (ThT binding); P10636; 270,000 compounds, 2.1% hits; recombinant tau K18 P301L (four-repeat tau fragment), heparin-induced fibrillization, ThT fluorescence; AID 1460; Potency, µM (series often up to 57.4 µM), for the others: at the top dose activity, negative = inhibition, actives largely listed as inhibitors; note: % is set by controls: 0 for no effect and ±100 for the full control effect; nearly all actives have a fitted effect of over 55% in size
Target sequence (P10636 561-689 P618L limits assumed): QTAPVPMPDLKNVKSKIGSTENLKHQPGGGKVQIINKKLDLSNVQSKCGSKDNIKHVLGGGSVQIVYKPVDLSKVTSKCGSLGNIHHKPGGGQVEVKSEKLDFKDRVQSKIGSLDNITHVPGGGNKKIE
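Aggregation was driven by heparin (20 uM final) acting on recombinant tau […] bearing P301L in 100 mM sodium acetate pH 7; fibrils were detected with Thioflavin T.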
TRb-SRC2 inh = TRbeta-SRC2 interaction inhibition; TRbeta-SRC2 peptide binding, fluorescence polarization; receptor liganded with 1 µM T3; Potency, µM (highest dose often 106 µM), without a hit: at the top dose activity change, negative = inhibition, actives largely listed as inhibitors; 280,000 compounds, 0.065% hits;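 note: plate controls were bound peptide for no effect and peptide without receptor for full effect; nearly all actives have a fitted effect of over 50% in size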
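Polarization signal, normalized between peptide-alone and full complex controls, measured compound effects on T3-liganded human TRb LBD (0.6 uM) binding 20 nM Texas Red SRC2 peptide after 5 hr.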
Tau fibril FP = blocks human tau fibril formation measured by polarization; K18 P301L tau heparin fibrillization, Alexa594 FP, 6 h; Potency, µM (doses to about 57.7 µM), for the others: at the highest dose activity, negative = inhibition, actives largely listed as inhibitors; 280,000 compounds, 0.39% hits; note: % is set by controls: 0 for no effect and ±100 for the full control effect; nearly all actives have a fitted effect of over 55% in size
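FP of Alexa 594-tau after heparin (20 uM) induction. Substrate: human K18 P301L, 15 uM unlabeled, 0.24 uM labeled. Buffer 100 mM sodium acetate pH 7. 6 hr, 37 C.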
HTT ATP protect = protects HTT-Q103 PC12 cells, measured by ATP | 230,000 compounds, 0.14% hits | Potency, µM (series often up to 56.4 µM), for inactives: cytoprotection (ATP increase), actives largely listed as activators | PC12 HTT-Q103 induced, cytoprotection, ATP luminescence, 40 h;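 note: % of control where 0% means no effect; nearly all actives have a fitted effect of over 45% in size; toxic huntingtin expression switched on by the ecdysone agonist tebufenozide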
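Rat PC12, Q103 Htt exon1-GFP fusion, ecdysone promoter; tebufenozide inducer 100 nM final; compound titration; qHTS, 1500 cells/well; ATPlite luminescent read.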
RECQ1 helicase = blocks DNA unwinding by human RECQ1. P46063. RECQ1 DNA unwinding, red fluorescence kinetic read. Potency, µM (series often up to 57.3 µM), for inactives: at the highest dose activity, negative = inhibition, usual class: inhibitors. 240,000 compounds, 0.54% hits. AID 2549;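 note: plate controls were vehicle for no effect and no enzyme for full effect; nearly all actives have a fitted effect of over 30% in size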
Target sequence (P46063 whole entry, looked up): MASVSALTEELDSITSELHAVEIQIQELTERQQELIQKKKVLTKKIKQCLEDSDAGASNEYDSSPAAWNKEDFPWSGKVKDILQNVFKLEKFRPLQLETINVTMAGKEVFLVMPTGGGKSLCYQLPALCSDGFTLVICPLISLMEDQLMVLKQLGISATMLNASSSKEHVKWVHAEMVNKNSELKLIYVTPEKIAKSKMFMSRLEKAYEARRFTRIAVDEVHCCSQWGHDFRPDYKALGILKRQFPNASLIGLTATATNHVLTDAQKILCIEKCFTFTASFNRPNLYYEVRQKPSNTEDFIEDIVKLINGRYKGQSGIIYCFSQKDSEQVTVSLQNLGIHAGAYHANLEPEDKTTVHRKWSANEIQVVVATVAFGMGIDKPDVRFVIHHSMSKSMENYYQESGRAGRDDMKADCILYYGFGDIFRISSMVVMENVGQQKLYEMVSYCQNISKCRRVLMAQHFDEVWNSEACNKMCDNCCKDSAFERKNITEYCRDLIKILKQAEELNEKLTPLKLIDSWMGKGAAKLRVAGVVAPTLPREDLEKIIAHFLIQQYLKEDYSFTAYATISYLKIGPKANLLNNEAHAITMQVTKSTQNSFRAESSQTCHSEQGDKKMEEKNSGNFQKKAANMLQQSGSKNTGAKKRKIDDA
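50 nM RECQ1T1 preincubated 15 min with compound in Tris pH 8.0 buffer with MgCl2, DTT, Tween-20 and 2.5 ug/ml poly(dI-dC); started with 200 nM TAMRA/BHQ-2 forked duplex and 2 mM ATP. Unwinding read as fluorescence (525/598 nm), two reads 2 h apart.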
* hit, by the source's call; i = inactive; u = inconclusive; x = no result given; & = joins results of further samples; [ ] = dose if it differs, or a comment. Unless noted, calls come from the whole dose curve; as a rule, active = well fitted curve in the direction sought with a large enough effect; inconclusive = small, poorly fitted or top-dose-only effect, or another doubt; inactive = no such curve, though single readings can be large; an effect the other way counts as inactive or inconclusive. Potency is the fitted concentration of half-maximal effect.

Short forms: A = L3MBTL1 block; B = Tau fluor counter; C = TexasRed fluor; D = Tau fibril ThT; E = TRb-SRC2 inh; F = Tau fibril FP; G = HTT ATP protect; H = RECQ1 helicase
> CCN(CC)C(=O)c1c(Cl)nc(C)c([N+](=O)[O-])c1C
  A = -14%; B = -5%; C = 0%; D = -10%; E = 0%; F = 0%; G = 19%[10 µM]; H = -6%
> COc1ccc(-c2nc(N)n[nH]2)cc1OC
  A = x; B = -6%; C = -2%; D = -11%; E = -6%; F = 1%; G = -26%[10 µM]; H = i
> CCCc1cc(=O)[nH]c2nnc(SCCC(C)C)n12
  A = x; B = -1%; C = 0%; D = -3%; E = -8%; F = -2%; G = x; H = x
> CCN(CC)S(=O)(=O)c1ccc(N2CCCC2)c(NS(=O)(=O)c2ccccc2)c1
  A = 25%; B = 1%; C = 0%; D = 8%; E = -8%; F = 4%; G = 3%[10 µM]; H = -5%
> CCN1C(=O)c2ccccc2Sc2ccc(C(=O)NCCCN3CCOCC3)cc21
  A = x; B = 1%; C = 0%; D = -2%; E = 10%; F = -1%; G = 4%; H = -3%
> O=C(CN1CCCCC1)Nc1cccc(-n2cnnn2)c1
  A = 6%; B = -3%; C = 1%; D = -13%; E = -3%; F = 2%; G = -9%[10 µM]; H = 6%
> CCn1c(SCc2nc3cc(OC)c(OC)cc3c(=O)[nH]2)nnc1-c1ccncc1
  A = 8%; B = -1%; C = -1%; D = -9%; E = -6%; F = 6%; G = 16%; H = i
> NC(=S)NC1CCS(=O)(=O)C1 (centres undefined)
  A = x; B = 6%; C = 0%; D = -1%; E = -2%; F = -2%; G = -13%; H = -2%
> Cc1ccc(CNC(=O)c2cc3c(=O)n4cccc(C)c4nc3n(CC3CCCO3)c2=N)cc1 (centres undefined)
  A = -4%; B = -1%; C = 1%; D = -1%; E = 2%; F = 2%; G = -1%; H = i
> O=C(Nc1cccnc1)c1ccc(-c2ccccc2)cc1
  A = 5%; B = -8%; C = -6%; D = -7%; E = -5%; F = -6%; G = 10%[10 µM]; H = -5%
> CN1C(=O)N(C)C2C1N(CN1CCCCC1)C(=O)N2CN1CCCCC1 (centres undefined)
  A = -3%; B = 7%; C = -2%; D = 5%; E = -5%; F = 2%; G = 0%; H = i
> CC(=O)N1N=C(c2ccc(C)cc2)OC1c1cccnc1 (centres undefined)
  A = 3%; B = -2%; C = 0%; D = 5%; E = -8%; F = -1%; G = -96%[inhibitor]; H = 0%
> CC(=O)C1=C(O)C(=O)N(CCO)C1c1ccccc1 (centres undefined)
  A = 7%; B = 1%; C = 0%; D = -5%; E = 4%; F = 10%; G = -18%[10 µM]; H = -1%
> Cc1cccc(C)c1NC(=O)c1ccc2c(c1)N(Cc1cccc(Cl)c1)C(=O)c1ccccc1S2=O (centres undefined)
  A = x; B = -22%; C = -1%; D = -9%; E = 2%; F = -2%; G = x; H = x
> COc1ccc(Cn2c(CNC(=O)c3ccc(N(C)C)cc3)nc3cccnc32)cc1
  A = x; B = -19%; C = -3%; D = -11%; E = -5%; F = 0%; G = x; H = x

An excerpt from above, reduced to RECQ1 helicase.
SMILES,RECQ1 helicase
CCn1c(SCc2nc3cc(OC)c(OC)cc3c(=O)[nH]2)nnc1-c1ccncc1,i
NC(=S)NC1CCS(=O)(=O)C1 (centres undefined),-2%
Cc1ccc(CNC(=O)c2cc3c(=O)n4cccc(C)c4nc3n(CC3CCCO3)c2=N)cc1 (centres undefined),i
O=C(Nc1cccnc1)c1ccc(-c2ccccc2)cc1,-5%
CN1C(=O)N(C)C2C1N(CN1CCCCC1)C(=O)N2CN1CCCCC1 (centres undefined),i

Looked up above.
O=C(CN1CCCCC1)Nc1cccc(-n2cnnn2)c1 @ RECQ1 helicase: 6%
O=C(Nc1cccnc1)c1ccc(-c2ccccc2)cc1 @ L3MBTL1 block: 5%

Next entries:
Short forms: A = L3MBTL1 block; B = Tau fluor counter; C = TexasRed fluor; D = Tau fibril ThT; E = TRb-SRC2 inh; F = Tau fibril FP; G = HTT ATP protect; H = RECQ1 helicase
> COc1ccc(Nc2nc(C)nc3c2nnn3Cc2ccccc2)cc1OC
  A = -7%; B = -4%; C = 0%; D = -3%; E = -12%; F = -6%; G = -4%[10 µM]; H = 2%
> CC(C)CC1(C)NC(=O)NC1=O (centres undefined)
  A = 41%; B = 11%; C = 2%; D = 16%; E = -18%; F = -1%; G = 3%[10 µM]; H = -3%
> COCc1ccc([C@@H]2C[C@H]3CN(Cc4ccccc4C)C(=O)[C@]34CCCN24)o1
  A = -4%; B = 0%; C = -7%; D = -16%; E = -3%; F = -6%; G = -147%[inhibitor]; H = 1%
> O=C(CN1CCOCC1)Nc1ccc(Br)cn1
  A = 6%; B = 2%; C = 0%; D = -5%; E = 7%; F = -2%; G = -4%; H = -6%
> O=C(Nc1cccnc1)c1cc(-c2cc(Cl)ccc2O)n[nH]1
  A = x; B = -20%; C = -3%; D = x; E = 1%; F = 1%; G = 12%[10 µM]; H = -17%
> COc1ccc(N2CCN(C(CNC(=O)C(=O)NCc3ccc(C)cc3)c3cccnc3)CC2)cc1 (centres undefined)
  A = x; B = -11%; C = 6%; D = -10%; E = 1%; F = 1%; G = x; H = x
> Cc1ccc(C(O)c2cccnc2)o1 (centres undefined)
  A = 1%; B = 0%; C = 0%; D = -8%; E = 4%; F = -3%; G = -44%[10 µM]; H = 10%
> O=C(CCN1C(=O)c2cccnc2C1=O)NC1CCCCCC1
  A = -6%; B = -11%; C = -2%; D = -7%; E = -2%; F = -8%; G = 15%[10 µM]; H = -16%
> CCOC(=O)c1nn(-c2ccccc2C)c(=O)c2c(N)scc12
  A = 0%; B = -26%; C = -1%; D = 16µM*; E = -3%; F = 18µM*; G = -31%; H = -2%
> CCn1c(CSc2nc3ccccc3s2)nc2ccccc21
  A = x; B = -22%; C = -4%; D = u; E = -2%; F = -11%; G = -6%[10 µM]; H = -12%
> N#CSCC(=O)c1cccc2ccccc12
  A = 1%; B = -12%; C = 3%; D = 25µM*; E = 10%; F = u; G = -1%[10 µM]; H = -1%
> COc1cc(NC(=O)COC(=O)CC(C)(C)C)c(C)cc1[N+](=O)[O-]
  A = 2%; B = -11%; C = -2%; D = -6%; E = -7%; F = -10%; G = -4%[10 µM]; H = i
> COc1cc(OC)c2c(=O)c(-c3ccccc3)coc2c1
  A = x; B = -19%; C = u; D = u; E = -16%; F = -5%; G = x; H = 0%
> CNC(=O)c1[nH]cnc1C(=O)Nc1ccc(Cl)cc1
  A = 4%; B = -14%; C = -1%; D = u; E = -4%; F = -4%; G = 12%[10 µM]; H = -7%
> COc1cccc([C@@H]2Oc3ccc(OC)cc3C(=O)[C@H]2OC(=O)Nc2cc(OC)c(OC)c(OC)c2)c1
  A = 0%; B = u; C = -1%&-2%; D = -15%&-12%; E = -6%&4%; F = 8%&6%; G = 10%; H = 1%&-12%

Further compounds
structure	L3MBTL1 block	Tau fluor counter	TexasRed fluor	Tau fibril ThT	TRb-SRC2 inh	Tau fibril FP	HTT ATP protect	RECQ1 helicase
O=C(CCc1nc(-c2ccccc2F)no1)NC1CCCCC1	4%	2%	3%	0%	-1%	-2%	27%	-12%
COc1ccc(NS(=O)(=O)Cc2ccccc2)cc1OC	x	-22%	-2%	-20%	-2%	-4%	9%	-5%
CC(C)OCCCNC(=O)C1CCC(CNS(=O)(=O)c2ccccc2)CC1 (centres undefined)	-12%	-8%	-1%	-3%	-7%	-2%	x	-2%
Cc1ccccc1NC(=O)CSCC(=O)Nc1ccccc1C	x	-4%	1%	-9%	-1%	4%	-9%	-9%
CCOc1ccccc1N/C=C/C(=O)C(C)(C)C	x	-6%	0%	-5%	4%	4%	-15%	3%
CCCCOC(=O)c1ccc(NC(=O)c2ccc3c(c2)CCCN3S(C)(=O)=O)cc1	x	u	-2%	-8%	-1%	u	x	x
Cn1ccnc1C(=O)c1cc(SCC(=O)NCc2ccccc2)nc2ccccc12	2%[11.4 µM]	-3%	-2%	-7%	3%	2%	-81%[inhibitor]	i
O=C(Nn1cnnc1)C(Sc1ccccc1)c1ccccc1 (centres undefined)	5%	6%	1%	2%	-6%	6%	-10%[0.074 µM]	-16%
O=C(c1ccc(Cl)cc1Cl)C1(n2cncn2)Oc2ccccc2C1O (centres undefined)	0%	-6%	3%	-6%	2%	0%	-27%	-4%
CC(C)(C)OC(=O)CC[C@@H](C(=O)N1CCN(C(=O)OC(C)(C)C)CC1)n1cc(C(CO)NC(=O)OC(C)(C)C)nn1 (some centres undefined)	-3%	-14%	-1%	-8%	3%	-4%	3%[10 µM]	-2%
CN1CCN(C(=S)C(=O)Nc2ccc(Br)cc2)CC1	-6%	-20%	0%	u	-7%	u	-22%	i
CC(=O)Nc1cccc(-c2nc3ccccc3s2)c1C	4%	-2%	0%	-7%	2%	-3%	-9%[10 µM]	i
N#CCCCS(=O)(=O)c1ccccc1	x	1%	0%	0%	7%	-2%	-20%	-5%
CCCCCCSc1nsc(NC(C)=O)n1	0%	-11%	-1%	4%	-7%	1%	6%[10 µM]	i
CCOC(=O)C1(CC2CC2)CCN(Cc2cn[nH]c2-c2ccccc2)CC1	-5%	0%	1%	-3%	6%	6%	14%[10 µM]	-6%
COCCCNC(=O)CN(c1cc(Cl)ccc1OC)S(C)(=O)=O	2%	-2%	-2%	-6%	-2%	-2%	x	20%
Cc1ccc(N2CC(C(=O)Nc3nnc(SCC(=O)Nc4nc(C)cs4)s3)CC2=O)cc1 (centres undefined)	6%	1%	-1%[53 µM]	9%	-3%[53 µM]	2%	-12%[10 µM]	-7%
COc1ccc(CCC(=O)OCC(=O)Nc2ccccc2OC(F)F)cc1OC	7%	-1%	-1%	-5%	-1%	1%	5%	-7%
CC(C)CCN1CCc2nc(COc3ccccc3)c3c(c2C1)COC(C)C3 (centres undefined)	x	-17%[11.6 µM]	-3%[11.2 µM]	-15%[11.5 µM]	0%[11.2 µM]	5%[11.6 µM]	5%[10 µM]	-3%[11.5 µM]

Only part of the results is shown; rates above refer to the full screens.
